# M18AAP inhibitor – PfM18AAP inhibitors, malaria aminopeptidase, primary screen, biochemical, QFRET, recombinant enzyme. M18 aspartyl aminopeptidase (Plasmodium falciparum 3D7). 290,000 tested, 1.2% active. inhibition, % at 7.35 µM. H-Glu-NHMec fluorogenic cleavage;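 active = inhibition above the campaign mean inhibition over all tested compounds plus 3 SD, cut at about 28% in these data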;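 also: 0% = plate median of test compound wells and 100% = 2 mM ZnCl2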
# IMP-1 inh – IMP-1 metallo-beta-lactamase inhibitors, primary screen, biochemical, epi-absorbance readout, Pseudomonas aeruginosa enzyme. 290,000 tested, 0.45% active. metallo-beta-lactamase IMP-1 (Pseudomonas aeruginosa). purified IMP-1, nitrocefin hydrolysis, epi-absorbance fluorescence. inhibition, % at 5.6 µM;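 active = inhibition above the mean plus 3 SD of all compounds in the same screening run, cut at about 4.5% in these data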;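 also: 0% = IMP-1 with DMSO and 100% = DMSO wells lacking enzyme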
#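 Test system: recombinant IMP-1 enzyme, purified / Medium: HEPES buffer pH 7.1 with ZnSO4 and Brij 35 / Doses: single dose, 5.6 µM / Times: 25 °C, 15 min preincubation, 25 min reaction / Detection: Epi-absorbance via hydrolysed-nitrocefin quenching of white-plate fluorescence, 480/530 nm, EDTA stop / Evaluation: percent inhibition from optical density relative to buffer-blank wells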
# VIM-2 inh – VIM-2 metallo-beta-lactamase inhibitors, primary screen, biochemical, epi-absorbance readout, Pseudomonas aeruginosa enzyme; purified VIM-2, nitrocefin hydrolysis, epi-absorbance fluorescence; inhibition, % at 5.6 µM; 290,000 tested, 0.89% active;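 active = inhibition above the mean of all tested compounds plus 3 SD, cutoff set per screening run, cut at about 7.5% in these data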;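 also: red hydrolysis product quenches plate fluorescence so inhibitors raise well fluorescence; 0% = enzyme with DMSO and 100% = DMSO without enzyme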
# NS3 helicase inh – inhibitors of HCV NS3 helicase, primary screen, biochemical, Cy5 molecular beacon fluorescence | NS3 helicase DNA unwinding | inhibition, % at 10.9 µM | 290,000 tested, 0.56% active | AID 1800, 2009;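 active = inhibition above the mean of all tested compounds plus 3 SD, set per campaign, cut at about 35% in these data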;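 also: 0% = DMSO wells and 100% = thioflavine S control wells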
#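 test system = hepatitis C virus NS3 helicase domain fragment enzyme | reagent = annealed dual-labelled DNA beacon duplex, ATP-started | times = 1 h at 25 °C | detection = Cy5 fluorescence, 0 and 60 min reads | read-out basis = percent inhibition from t60/t0 fluorescence ratio | control set = DMSO and thioflavine S | replication = one well per compound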
# MEKK2 mut-MEK5 – MEK5 binding signal on mutant MEKK2 PB1, primary screen, biochemical, multiplex bead flow cytometry, Alexa488-MEK5; percent response, % at 10 µM; AID 1530, 2009; Alexa488-MEK5 binding to MEKK2 mutant; 290,000 tested, 0.35% active; in the data active = percent response above about 24%, passing the limit was not always enough; also: inactives centre near 1; some results filed as inactive read as strong as hits
# NALP1 yeast inh – NALP1 inflammasome inhibitors in reconstituted yeast, colorimetric, S. cerevisiae, triplicate retest | inhibition, % at 10 µM | S. cerevisiae NALP1/ASC/caspase-1 growth, X-gal OD620, 72 h | AID 2071, 2009 | 280,000 tested, 0.61% active; in the data active = inhibition mostly above about 24%, no sharp cut-off; inactive = mostly below about 32%; also: some compounds called inactive have numbers as strong as hits
# SUMO HTRF inh – inhibitors of in vitro SUMOylation cascade, primary screen, biochemical, HTRF, uHTS. 290,000 tested, 0.36% active. SUMO-conjugating enzyme UBC9 (Homo sapiens), P63279. AID 2006, 2009. HTRF SUMOylation assay, SAE1/SAE2 + UBC9. inhibition, % at 35 µM; in the data active = inhibition above about 50%, passing the limit was not always enough; also: strong numbers were not always called active
# Target sequence (P63279 whole entry, looked up): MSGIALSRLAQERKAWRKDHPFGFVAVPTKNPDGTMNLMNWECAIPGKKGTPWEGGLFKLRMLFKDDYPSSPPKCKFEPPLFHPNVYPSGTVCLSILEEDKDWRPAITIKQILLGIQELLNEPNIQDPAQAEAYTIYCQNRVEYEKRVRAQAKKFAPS
# MEKK2 WT-MEK5 – modulators of MEK5 binding to wildtype MEKK2, primary screen, biochemical, multiplex bead flow cytometry, Alexa488-MEK5; Mitogen-activated protein kinase kinase kinase 2 (Homo sapiens), Q9Y2U5; Alexa488-MEK5 binding to MEKK2 WT; actives lie on both sides; binding response (% of control), % at 10 µM; 290,000 tested, 1.1% active; AID 1531, 2009; in the data active = binding response below about 67% or above about 130%
# DNA FID counter – compounds displacing fluorescent DNA intercalator, primary screen, artefact control for HCV NS3 helicase inhibitor project, biochemical, FID fluorescence; DNA fluorescent intercalator displacement; inhibition, % at 7.9 µM; 290,000 tested, 0.17% active; in the data active = inhibition above about 37%;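 also: 0% = vehicle and 100% = reference compound; higher means more ethidium bromide displaced from hairpin DNA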
# Numbers without * were called inactive; x = not tested or not shown.
SMILES,M18AAP inhibitor,IMP-1 inh,VIM-2 inh,NS3 helicase inh,MEKK2 mut-MEK5,NALP1 yeast inh,SUMO HTRF inh,MEKK2 WT-MEK5,DNA FID counter
O=C(N/N=C/c1c[nH]c2ccccc12)c1cc(-c2ccc3ccccc3c2)n[nH]1,-8,-5.1,-4.5,1,15,10,-21,138*,-3
COC(=O)NC1(C(=O)O)CCCC1,4,-1.3,-1.4,-5,-18,3,7,86,-2
COc1ccccc1Oc1ccc(N/C=C/C(=O)c2ccco2)cc1,1,-0.4,-1.0,-6,-4,24,6,95,-18
COc1ccc(N(CC(=O)NC2CCCC2)C(=O)c2ccc(N3CCCCC3)nc2)cc1,1,-2.3,-2.7,-4,4,5,-2,112,-33
COc1ccc(CC(=O)O/N=C(\N)Cc2ccc(OC)c(OC)c2)cc1,-19,0.5,3.4,-6,4,14,-1,101,-18
CS(=O)(=O)c1ccc(NC(=O)c2cccc(S(=O)(=O)N3CCN(Cc4ccccc4)CC3)c2)cc1,5,-2.3,-1.5,-27,3,7,-8,101,-11
CC(C)(C)c1ccc(C(=O)NCCC(=O)N2CCN(c3ncccn3)CC2)cc1,-13,-2.2,-4.8,6,-5,6,14,96,-36
Cc1nn(-c2ccccc2)c(-n2cccc2)c1C(=O)O,-7,-2.7,-0.9,3,0,36,13,103,0
O=C(Oc1ccc2c(=O)c(Oc3ccc4ccccc4c3)coc2c1)c1ccco1,-6,-2.3,-3.8,2,8,-2,13,102,-13
C=CCC(O)(CC=C)C(C)N (stereo not drawn),-9,-2.9,-1.6,4,-1,-1,0,98,2
COc1ccc(NC(=O)C2CCCN2C(=O)Nc2ccccc2)cc1OC (stereo not drawn),10,-4.2,0.5,-2,0,-1,0,98,-8
CN(NC(=O)/C=C/C(=O)O)c1ncc(C(F)(F)F)cc1Cl,1,-0.6,-1.6,-4,-3,-2,14,96,-2
Cc1cccc(NC(=O)CSc2nnc(NC(=O)c3ccc(S(=O)(=O)N4CCOCC4)cc3)s2)c1C,-5,-0.4,-3.7,5,-1,20,5,103,-1
Cc1cccc(Cn2c(SCCN3CCCCC3)nc3c2c(=O)[nH]c(=O)n3C)c1,x,x,x,x,9,16,-8,112,x
Cc1ccc(OCCCCn2ccnc2C)c(C)c1,-10,-0.8,0.2,-12,3,-13,8,104,13

# Among those listed so far, these contain four or more nitrogen atoms:
SMILES,M18AAP inhibitor,IMP-1 inh,VIM-2 inh,NS3 helicase inh,MEKK2 mut-MEK5,NALP1 yeast inh,SUMO HTRF inh,MEKK2 WT-MEK5,DNA FID counter
O=C(N/N=C/c1c[nH]c2ccccc12)c1cc(-c2ccc3ccccc3c2)n[nH]1,-8,-5.1,-4.5,1,15,10,-21,138*,-3
COc1ccc(N(CC(=O)NC2CCCC2)C(=O)c2ccc(N3CCCCC3)nc2)cc1,1,-2.3,-2.7,-4,4,5,-2,112,-33
CC(C)(C)c1ccc(C(=O)NCCC(=O)N2CCN(c3ncccn3)CC2)cc1,-13,-2.2,-4.8,6,-5,6,14,96,-36
Cc1cccc(NC(=O)CSc2nnc(NC(=O)c3ccc(S(=O)(=O)N4CCOCC4)cc3)s2)c1C,-5,-0.4,-3.7,5,-1,20,5,103,-1
Cc1cccc(Cn2c(SCCN3CCCCC3)nc3c2c(=O)[nH]c(=O)n3C)c1,x,x,x,x,9,16,-8,112,x

# Returning to the listing with the 2 entries that preceded the break.
SMILES,M18AAP inhibitor,IMP-1 inh,VIM-2 inh,NS3 helicase inh,MEKK2 mut-MEK5,NALP1 yeast inh,SUMO HTRF inh,MEKK2 WT-MEK5,DNA FID counter
Cc1cccc(Cn2c(SCCN3CCCCC3)nc3c2c(=O)[nH]c(=O)n3C)c1,x,x,x,x,9,16,-8,112,x
Cc1ccc(OCCCCn2ccnc2C)c(C)c1,-10,-0.8,0.2,-12,3,-13,8,104,13
CC(=O)N(c1ccccc1C)C1CCCC1,-2,-4.6,-1.1,6,-2,8,0,97,-3
O=C(NNC(=O)C1CC(c2cccnc2)=NO1)Nc1ccccc1F (stereo not drawn),4,-3.0,-4.4,15,95*,10,3,31*,-2
CC1(C)CC(=O)C2=C(C1)c1c(ccc3ccccc13)NC2c1ccc(C(=O)O)cc1 (stereo not drawn),4,-4.2,-3.4,8,1,3,19,98,-24
O=C(Cc1ccc(Br)cc1)N1CCN(C(=O)c2ccco2)CC1,-13,-1.8,0.6,38*,5,10,21,101,-13
COc1cccc(NC(=O)N2CCCC2C(=O)Nc2ccc3c(c2)OCCO3)c1 (stereo not drawn),1,-3.7,0.4,-1,-2,14,14,99,-10
COC(=O)COc1ccc(NC(=O)c2ccco2)cc1,-4,0.3,-0.5,-3,-3,x,9,104,-2
CCCCn1ccc(=O)c2c(C(F)(F)F)nccc21,3,-4.6,-1.5,6,-3,29,23,98,-2
COc1ccc(-c2cc(=O)[nH]c(NCc3ccccc3)n2)cc1,-8,-3.5,-3.7,3,2,28,-24,93,-10
O=S(=O)(Nc1cccc(-c2cn3c(n2)SCC3)c1)c1ccc(F)cc1F,11,0.0,-1.1,13,2,4,-5,107,-16
C=CCNC(=S)N/N=C/c1ccccc1OCCOc1ccccc1,1,-0.3,-2.7,-10,5,-10,12,108,-17
CCOc1ccc2[nH]c3c(N4CCC5(CC4)OCCO5)ncnc3c2c1,-3,-2.0,-2.4,8,-8,12,23,101,-9
Cc1ccc(S(=O)(=O)NC2CCCc3ccccc32)cc1C (stereo not drawn),2,-2.8,-3.3,0,5,13,10,103,-24
CCOc1ccc(Nc2cc(=O)n(C)c(=O)n2C)cc1,-14,-3.3,-1.4,-11,x,9,29,x,5
CC(C)C(OC(=O)c1nsc(Cl)c1Cl)C(=O)NCc1ccc2c(c1)OCO2 (stereo not drawn),-8,-2.0,-0.1,6,-3,-2,-16,101,-10
COc1ccc(C(=O)N2CCC(C(=O)c3c(C)cc(C)cc3C)CC2)cc1,-14,-1.1,-1.0,5,-7,20,6,96,-43
CCCCn1c(=O)c(C(=O)c2ccccc2)nc2ccccc21,6,-1.3,-2.5,3,0,8,39,105,-11
c1ccc(CN2CCN(c3nc4ccccc4c4ccccc34)CC2)cc1,0,-4.9,-0.1,-8,11,13,-2,121,-4
CCOCCOc1nc2c(c(=O)n(C)c(=O)n2C)n1CCc1ccccc1,-9,-2.8,-0.3,4,5,9,-3,89,-25
CCCCSc1nnc2c(n1)OC(C(=O)c1ccccc1)Nc1ccccc1-2 (stereo not drawn),12,-2.9,-0.9,6,x,4,17,x,-5
O=C(NCCCn1ccnc1)c1cccnc1,7,-2.0,-0.8,2,-1,-67,6,98,5
CC(C)Sc1nnc(-c2ccc(S(=O)(=O)N3CCOCC3)cc2)n1C,-14,0.1,1.2,-6,-9,39,14,93,-21
CCC(=O)N1c2ccccc2NC2=C(C(=O)CCC2)C1c1ccc(N(C)C)cc1 (stereo not drawn),9,-3.2,-1.5,-2,2,-5,16,94,-6
Cn1ncc([N+](=O)[O-])c1C(=O)Nc1ccccc1Cl,-2,-1.2,-0.8,1,1,2,5,104,0
CCOc1cc(/C=N/NC(N)=O)ccc1OCC(=O)Nc1ccc(C)c(C)c1,-1,-0.1,-2.6,-7,-13,10,20,71,-5
CC(C)NC(=O)CN1C(=O)NC(CCc2ccccc2)C1=O (stereo not drawn),0,-1.6,0.0,9,-2,16,26,95,-5
Cc1cc(C)c(C)c(C(=O)COC(=O)CNC(=O)CNC(=O)c2ccco2)c1C,9,-4.1,-5.0,12,4,2,11,101,-29
CCOC(=O)c1cc(-c2ccccc2)sc1NC(=O)C(C)Sc1nnc(C)s1 (stereo not drawn),-10,-2.2,-0.3,-12,-2,32,-4,102,-17
CC1CCCCC1NC(=O)C(=O)NCC1CCCO1 (stereo not drawn),5,-1.0,-2.5,2,3,14,-8,100,0
COc1ccc(C(=O)NNC(=S)NC(=O)c2ccccc2[N+](=O)[O-])cc1,11,-3.8,-2.8,3,-1,-5,-17,106,-8
COc1ccc(-c2nc3c(c(=O)[nH]c(=O)n3Cc3ccccc3)n2CCO)cc1,-8,-0.8,-2.7,-8,-2,15,17,96,-26

# In the list so far, 2 have a nitro group on carbon:
SMILES,M18AAP inhibitor,IMP-1 inh,VIM-2 inh,NS3 helicase inh,MEKK2 mut-MEK5,NALP1 yeast inh,SUMO HTRF inh,MEKK2 WT-MEK5,DNA FID counter
Cn1ncc([N+](=O)[O-])c1C(=O)Nc1ccccc1Cl,-2,-1.2,-0.8,1,1,2,5,104,0
COc1ccc(C(=O)NNC(=S)NC(=O)c2ccccc2[N+](=O)[O-])cc1,11,-3.8,-2.8,3,-1,-5,-17,106,-8

# The main list resumes with the 3 entries that preceded the break.
SMILES,M18AAP inhibitor,IMP-1 inh,VIM-2 inh,NS3 helicase inh,MEKK2 mut-MEK5,NALP1 yeast inh,SUMO HTRF inh,MEKK2 WT-MEK5,DNA FID counter
CC1CCCCC1NC(=O)C(=O)NCC1CCCO1 (stereo not drawn),5,-1.0,-2.5,2,3,14,-8,100,0
COc1ccc(C(=O)NNC(=S)NC(=O)c2ccccc2[N+](=O)[O-])cc1,11,-3.8,-2.8,3,-1,-5,-17,106,-8
COc1ccc(-c2nc3c(c(=O)[nH]c(=O)n3Cc3ccccc3)n2CCO)cc1,-8,-0.8,-2.7,-8,-2,15,17,96,-26
CCOC(=O)N1CCC(=NNC(=O)NC2CCCCC2)CC1,2,-1.5,-4.6,-2,-2,9,5,98,-9
Clc1ccc(Cn2c(-c3cccnc3Cl)nc3ccccc32)c(Cl)c1,1,-1.3,-2.5,-14,-2,7,-7,95,-30
CSc1cccc(NC(=S)N(C(C)C)C(C)c2ccccn2)c1 (stereo not drawn),3,-1.2,-0.6,-15,-23,0,-2,74,1
CCCCCCCCC(=O)Nc1cc(C)ccc1OC,19,-1.5,-1.2,-1,7,6,0,105,-8
Cc1ccccc1-c1nc(CN2CCC(C(=O)NC3CC3)CC2)c(C)o1,3,-2.0,-0.9,-5,-1,25,-10,96,0
Cc1cccc2c1-c1sc(C(=O)NCCCN3CCc4ccccc4C3)cc1CO2,3,-1.0,-0.4,-68,-1,x,14,136,5
CC(C)(C)Cc1nc2ccccc2n1CCc1ccccc1,3,-3.9,-2.6,-9,9,-11,8,122,-10
COCCNC(=O)c1nn(-c2cc(OC)cc(OC)c2)c(=O)c2ccccc12,-4,-0.1,1.3,-1,15,-15,-14,110,-8
CCc1ccc(CN(C)C(=O)c2cc(COc3ccc(OC)cc3Cl)on2)nc1,-6,-1.0,-1.4,-3,5,5,11,105,-44
CN(C(=O)CSc1nnc(CNC(=O)c2ccccc2)o1)c1ccccc1,3,-1.0,-2.1,-1,4,2,5,105,-14
